12-hLO inh – qHTS Assay for Inhibitors of 12-hLO (12-human lipoxygenase); actives 0.12% (n = 150,000); purified 12-hLO, xylenol orange hydroperoxide absorbance; Potency, µM (highest dose often 57.1 µM), without a hit: top-dose activity change, negative = inhibition, usual class: inhibitors; Polyunsaturated fatty acid lipoxygenase ALOX12 (Homo sapiens), P18054; AID 1452, 2008; also: potency is read from the fitted curve at half-maximal effect; nearly all actives have a fitted effect of over 55% in size; many of its hits are not listed in these tables
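150 nM 12hLO, 25 mM Hepes pH 7.0 + 0.01% Triton X-100; cpd preinc 15 min RT; 40 uM arachidonic acid, 30 min RT; Fe-XO 30 min; A573/A405 ratio as read-out.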
ALOX15B inhib – qHTS Assay for Inhibitors of 15-hLO-2 (15-human lipoxygenase 2). Polyunsaturated fatty acid lipoxygenase ALOX15B (Homo sapiens), O15296. purified 15hLO-2, xylenol orange hydroperoxide absorbance. Potency, µM (series often up to 57.1 µM), for inactives: at the top dose activity change, negative = inhibition, most hits filed as inhibitors. actives 0.56% (n = 110,000); also: potency is read from the fitted curve at half-maximal effect; nearly all actives have a fitted effect of over 60% in size; many of its hits are not listed in these tables
Target sequence (O15296 whole entry, looked up): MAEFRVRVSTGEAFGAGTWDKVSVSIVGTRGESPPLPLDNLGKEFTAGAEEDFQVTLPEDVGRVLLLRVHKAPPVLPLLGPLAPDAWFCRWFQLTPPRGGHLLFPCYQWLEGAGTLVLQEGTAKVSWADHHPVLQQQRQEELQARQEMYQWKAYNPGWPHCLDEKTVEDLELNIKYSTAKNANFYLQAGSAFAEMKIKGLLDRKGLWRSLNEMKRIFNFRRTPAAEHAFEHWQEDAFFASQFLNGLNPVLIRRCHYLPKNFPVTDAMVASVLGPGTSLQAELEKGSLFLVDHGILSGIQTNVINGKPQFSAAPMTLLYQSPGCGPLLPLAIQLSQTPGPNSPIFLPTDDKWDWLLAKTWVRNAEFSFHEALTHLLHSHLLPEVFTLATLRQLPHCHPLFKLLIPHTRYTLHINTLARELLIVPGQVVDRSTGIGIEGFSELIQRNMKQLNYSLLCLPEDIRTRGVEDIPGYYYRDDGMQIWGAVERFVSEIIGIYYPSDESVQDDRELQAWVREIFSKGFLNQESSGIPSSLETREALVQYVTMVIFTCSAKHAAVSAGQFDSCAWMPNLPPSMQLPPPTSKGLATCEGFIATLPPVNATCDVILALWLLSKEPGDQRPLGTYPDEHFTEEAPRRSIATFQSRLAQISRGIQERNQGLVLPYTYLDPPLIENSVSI
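Screening format was qHTS against 50 nM purified 15hLO-2 in Hepes pH 7.5 with detergent. Activity follows hydroperoxide formation from 45 uM arachidonic acid, measured as 573:405 nm absorbance ratio of the ferric-xylenol orange complex.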
IMPase cell inh – qHTS Assay for Identifying the Cell-Membrane Permeable IMPase Inhibitors; CHO-M1 cells, IP1 accumulation, HTRF TR-FRET ratio; inhibition (IP1 accumulation), % at 46.1 µM; AID 901, 2007; Inositol monophosphatase 1 (Rattus norvegicus), P97697; 120,000 tested, under 10 active; active = well fitted curve in the direction sought with a large enough effect in the signal ratio, not every such curve was filed as active; inconclusive = small, poorly fitted or top-dose-only effect, or a change in a side signal; inactive = no such curve, though single readings can be large or run the other way; the % refers to the signal ratio;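 also: cells stimulated with carbachol in lithium chloride buffer; plate controls were DMSO basal wells for no effect and reference inhibitor wells for full effect; higher means more IMPase inhibition seen as more IP1 and lower FRET ratio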
Target sequence (P97697 whole entry, looked up): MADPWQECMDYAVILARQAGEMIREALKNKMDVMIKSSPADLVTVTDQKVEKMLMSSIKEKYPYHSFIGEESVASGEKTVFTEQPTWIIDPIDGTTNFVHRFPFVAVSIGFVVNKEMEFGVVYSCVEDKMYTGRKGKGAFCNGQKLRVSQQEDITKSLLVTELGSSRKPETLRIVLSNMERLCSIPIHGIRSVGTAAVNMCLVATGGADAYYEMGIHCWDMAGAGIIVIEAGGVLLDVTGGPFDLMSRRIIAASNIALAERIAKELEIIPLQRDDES
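In this qHTS, compounds (final up to 46 uM) act on CHO-M1 cells that are then activated through the M1 receptor with carbachol, in pH 7.4 buffer containing 50 mM LiCl, for 30 min. IP1 accumulation is quantified by the IP-One immunoassay.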
PNC assembly inh – High Content Assay for Compounds that inhibit the Assembly of the Perinucleolar Compartment | PC3M PTB-GFP, PNC prevalence imaging, 16 h; hits give low values | AID 2417, 2010 | actives 3.1% (n = 140,000) | activity change (PNC), negative = inhibition, % at 10 µM;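 active = readout at or below -70, meaning at least 70% loss of cells showing the perinucleolar compartment, a nuclear body marking cancer cells; inconclusive = readout between -30 and a set limit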;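 also: plate controls were DMSO wells for no effect and camptothecin positive control wells for full effect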
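Read-out is percentage of cells bearing a perinucleolar compartment, from automated 20x imaging of fixed, Hoechst-stained PC3M PTB-GFP cells. Cells were seeded 4 h, then exposed 16 h to compound (23 nl of library stock) in duplicate plates.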
Starred values were filed as active, the others as inactive; ? = inconclusive; . = not tested or not shown; & = joins results of further samples; [ ] = dose if it differs, or a comment. Unless noted, calls follow the shape of the dose curve; as a rule, active = well fitted curve in the direction sought with a large enough effect; inconclusive = small, poorly fitted or top-dose-only effect, or another doubt; inactive = no such curve, though single readings can be large; an effect the other way counts as inactive or inconclusive. Unless noted, % is scaled to controls: 0 for no effect and ±100 for the full control effect. This is a subset (hit frequency here may not be typical).

SMILES	12-hLO inh	ALOX15B inhib	IMPase cell inh	PNC assembly inh
CCOc1cccc(CNc2ccc(O)cc2)c1OCc1ccccc1Cl	?	.	-1&9	-5
CCOC(=O)c1ccc(NC(=S)N2CCN(S(C)(=O)=O)CC2)cc1	-3%	1%	5	-25
CCCC(=O)NC(Nc1ccccc1OC)C(Cl)(Cl)Cl (stereo unspecified)	3%	.	4	78
Cc1ccc(S(=O)(=O)Cn2nnnc2C(c2ccccc2)N2CCN(c3ncccn3)CC2)cc1 (stereo unspecified)	-10%	7%	7	12
Cc1sc2nc3n(c(=O)c2c1C)CCCS3	-2%	-3%	0	27
Cc1ccc(S(=O)(=O)N2CCC(C(=O)N[C@H](C(=O)NC3CCS(=O)(=O)C3)C(C)C)CC2)cc1 (stereo partly specified)	-1%	-1%	11	34
COc1ccc(S(=O)(=O)N(C)CC(=O)N2CCC(C(N)=O)CC2)cc1Cl	3%	4%	-1	-5
C/C(=N\NC(=O)c1ccccc1C)c1ccc(NC(=O)c2cccs2)cc1	-2%	7%	0	41
CC(C)(CO)NCC(=O)Nc1cc(C(F)(F)F)cc(NC(=O)CNC(C)(C)CO)c1Cl	-3%	.	.	24
Cn1ncc(Cl)c(Oc2ccccc2)c1=O	0%	-17%	4	81
O=C(CCN1CCc2ccccc2C1)Nc1ccc2c(c1)OCO2	-4%	17%	5	?
CC(/C=N/NC(=S)Nc1cccc(S(=O)(=O)N(C)C)c1)c1ccccc1 (stereo unspecified)	-5%	.	.	22
Cc1ccc(CN2CCC(C(=O)NCCC(C)C)CC2)o1	0%	1%	9	32
CC(=O)c1c(C)n([O-])c2ccc(C)cc2[n+]1=O	-1%	0%	4	7
Cc1[nH]n(-c2ccc(F)cc2)c(=O)c1/C=N/c1sc2c(c1C#N)CCCC2	-2%	?	0	57

Entries from the list above that contain a Cl atom:
SMILES	12-hLO inh	ALOX15B inhib	IMPase cell inh	PNC assembly inh
CCOc1cccc(CNc2ccc(O)cc2)c1OCc1ccccc1Cl	?	.	-1&9	-5
CCCC(=O)NC(Nc1ccccc1OC)C(Cl)(Cl)Cl (stereo unspecified)	3%	.	4	78
COc1ccc(S(=O)(=O)N(C)CC(=O)N2CCC(C(N)=O)CC2)cc1Cl	3%	4%	-1	-5
CC(C)(CO)NCC(=O)Nc1cc(C(F)(F)F)cc(NC(=O)CNC(C)(C)CO)c1Cl	-3%	.	.	24
Cn1ncc(Cl)c(Oc2ccccc2)c1=O	0%	-17%	4	81

New compounds follow.
SMILES	12-hLO inh	ALOX15B inhib	IMPase cell inh	PNC assembly inh
O=C(Nc1cccc(F)c1)N1CCC2(CC1)CCN(C(=O)c1ccco1)CC2	4%	2%	.	.
COc1ccc(/C=C(/CC(=O)Nc2ccccc2)c2nc3ccccc3s2)cc1	-9%	.	8	?
CCCCOc1ccc(C2CC(=O)NC2=O)cc1 (stereo unspecified)	8%	-8%	9	29
O=C(Nc1cccc(Cl)c1)NC1CCCCC1	-6%	-10%	4	-1
Cc1cccc(NC(=S)N(C)C2(c3ccccc3Cl)CCCCC2=O)c1 (stereo unspecified)	-8%	-20%	7	-13
O=C(O)c1ccccc1C(=O)Nc1ccccc1	2%	3%	-12	9
COc1cc2c(cc1OC)C(C(=O)N1CCN(c3ccccc3)CC1)C(c1cccs1)N(C)C2=O (stereo unspecified)	-6%	9%	-1	12
Cc1ccc2nc(-c3ccc(O)cc3)c(Nc3ccc4c(c3)OCCO4)n2c1	-4%	-10%	-11&-4	-5
COC(=O)C(Cc1cnc(Cl)s1)(C(=O)OC)c1ccc([N+](=O)[O-])cc1	-4%	0%	4	-19
COc1cc2c(C(=O)Nc3ccc4c(c3)OCO4)cn(CC(C)C)c(=O)c2cc1OC	8%	2%	8	-14
O=C(NCCCn1ccnc1)c1ccco1	-5%	-7%	-8	?
CCOC(=O)Cc1csc(NC(=O)c2ccncc2)n1	3%	0%	-3	?
O=C(CSc1nc(-c2ccccc2)c(-c2ccccc2)o1)N1CCOCC1	-4%	-1%	6	15
CCCCN(CC)C(=O)/C=C/c1cccc([N+](=O)[O-])c1	-2%	-12%	0	-26
COc1ccc(NC(=O)C2CCCN(S(=O)(=O)c3ccc4c(c3)oc(=O)n4C)C2)c(OC)c1 (stereo unspecified)	2%	6%	5	-28
Clc1ccc(N2COC3c4cccc5cccc(c45)C32)cc1 (stereo unspecified)	2%	.	3	-100*
Cc1ccc(CN(C(=O)c2csnn2)C(C(=O)NC2CCCC2)c2ccc(C)o2)cc1 (stereo unspecified)	2%	.	0	303
Nc1nc(C23CC4CC(CC(C4)C2)C3)cs1	2%	21%	-4	2
Cc1ccc(S(=O)(=O)N(CC(=O)N2CCCC2)C2CCCCC2)cc1	-2%	.	10	?
CCCCC(CCC(=O)Nc1ccccc1C(=O)OCC)C(=O)O (stereo unspecified)	-1%	-5%[11.4 µM]	-2[1.84 µM]	20
Cc1nc(C(F)(F)F)nc(Nc2ccc(N=Nc3ccccc3)cc2)c1C#N	4%	.	.	-17
COc1ccc(/C=C/C(=O)c2cccs2)c(OC)c1	-2%	-14%	3	.
COc1ccc(Cc2nnc(SCC(=O)NC(C)c3ccccc3)o2)cc1 (stereo unspecified)	-1%	1%	10	?
Cn1cc(C(F)(F)F)nc1-c1ccc(OC[C@@H](O)CNCCOc2ccc(O)c(C(N)=O)c2)cc1	-2%&-6%	24%&31%	1&6	.
Cc1ccc(C(=O)CC2(O)C(=O)N(C)c3ccc(Br)cc32)c(C)c1 (stereo unspecified)	-6%	-3%	8	3
Oc1ccc(CNC2CCCCC2)cc1	4%	-3%	9	78
O=C(c1ccco1)N1CCN(C(=O)c2[nH]ncc2[N+](=O)[O-])CC1	-1%	.	.	8
O=C(NCCc1ccccc1)Nc1cccc(Cl)c1	-3%	.	.	0
O=C(CSc1nnnn1-c1ccccc1)c1cc2ccccc2oc1=O	-5%	-10%	-1	1
O=c1[nH]c2ccccc2c(=O)n1CCCO	12%	-2%	6	6
COC(=O)Nc1ccc(S(=O)(=O)N2CCCC(C(=O)Nc3cccc4c3OCCO4)C2)cc1 (stereo unspecified)	1%	-7%	-9	-6
Nc1ccc(-c2ccc(Nc3cc(S(=O)(=O)O)c(N)c4c3C(=O)c3ccccc3C4=O)cc2)c(S(=O)(=O)O)c1	-15%[11.4 µM]	-3%[11.4 µM]	.	.
CCC(C)[C@H](NC(=O)NCc1ccccc1Cl)C(=O)OC (stereo partly specified)	-8%	-2%	0	10
O=C(CCCOc1ccccc1)NCC1CCCO1 (stereo unspecified)	3%	20%	4	-18
CC1(C)CC(=O)C2=C(C1)OC(N)=C(C#N)C21CCC2(CC1)OCCO2	-6%	-6%	7	14
N=c1c2c3c(sc2nc2n1CCC2)CCCC3	0%	8%	12	-6
Cn1c(=O)cc(SCC(=O)Nc2ccc3c(c2)OCO3)c2ccccc21	-5%	-1%	-9	?
CCOCC(=O)O	0%	4%	.	.
O=C(Nc1nnc(-c2ccccc2)o1)c1cccc(N2C(=O)CCC2=O)c1	-4%	.	.	-17
Nc1nc(N2CCCCC2)nc(N2CCCCC2)n1	0%	9%	6	23
Cc1nc(=O)c(-c2ccccc2)c(C)n1CCCO	0%	0%	-5	-4
Nc1c(C(=O)O)sc2nc(-c3ccccc3)c3c(c12)CCCC3	-8%	.	-11	20
C(=Nc1ccc2c(c1)Cc1ccccc1-2)c1ccccn1	-4%[11.4 µM]	-10%[11.4 µM]	.	.
COC(=O)c1cc(NC(=O)CN(c2ccc(OC)cc2)S(=O)(=O)c2ccc(F)cc2)ccc1Cl	2%	.	-1	-119*
CCOC(=O)N1CCN(c2c(NCCCN(CC)c3cccc(C)c3)c(=O)c2=O)CC1	-1%	-10%	4	26
COc1cc(OC)c2c(-c3cccc(-c4ccc(C#N)cc4)c3)cc(=O)oc2c1	0%[0.00818 µM]	?	.	.
CC1Oc2ccccc2N(CC(=O)c2cccc(Cl)c2)C1=O (stereo unspecified)	-7%	7%	0	-4
COC(=O)c1ccccc1NC(=O)NCc1ccc2c(c1)OCO2	-8%	-2%	-10	23
Cc1nn(Cc2ccc(Cl)cc2)c(C)c1NC(=O)CCCn1nc([N+](=O)[O-])c(Cl)c1C	-1%	.	20	42
COC(=O)COc1ccc(NC(=O)C2CCCO2)cc1 (stereo unspecified)	0%	17%	3	-15
O=C(CSCc1ccc(Cl)cc1)N1CCCCC1	1%	2%	-7	0
O=C(CSC1=NCCN1)Nc1ccccc1	-3%[11.4 µM]	1%[11.4 µM]	.	.
CCN1C(=O)c2cccc3c(S(=O)(=O)Nc4nc(C)cs4)ccc1c23	-12%	-8%	8	?
Cc1ccc2[nH]c(C(=O)O)c(-c3ccccc3)c2c1	-2%	-15%	?	-17
CCNCc1nc2cc(OC)c(OC)cc2c(=O)[nH]1	6%	10%	-8	29
Cc1nc(-c2cccc(S(=O)(=O)N3CC(C)OC(C)C3)c2)cs1 (stereo unspecified)	-1%	-1%	-16	44
COCCNC(=O)c1cc2cc(Br)cc(OC)c2oc1=O	0%	-8%	0	46
C=CCn1c(SCCN2CCCCC2)nc2c1c(=O)[nH]c(=O)n2C	-2%	9%	14	27
Nc1nc(-c2ccccc2)c(-c2ccccc2)c(-c2nc(N)nc(-c3ccccc3)c2-c2ccccc2)n1	-2%[11.4 µM]	-13%[11.4 µM]	.	.
CCc1[nH]c(=S)c(C#N)c2c1CCCC2	-1%	.	.	2

(continued)
SMILES	12-hLO inh	ALOX15B inhib	IMPase cell inh	PNC assembly inh
O=C(Nc1ccc(N2CCN(C(=O)c3ccco3)CC2)cc1)c1ccccc1F	0%	-3%	-3	0
COc1ccc(Cn2cnc3sccc3c2=O)cc1	1%	9%	4	45
O=S(=O)(c1ccccc1)N1CCN(c2ncccn2)CC1	7%	-4%	4	?
CCN(CC)CCN1C(=O)C(=O)/C(=C(/O)c2ccc(OC)c(OC)c2)C1c1ccccn1 (stereo unspecified)	-8%	-1%	3	-18
O=C(NCc1ccccc1)C1C(=O)N(Cc2ccccc2)C(=O)C1C1(O)CCCC1 (stereo unspecified)	-3%	-3%	4	-14
Fc1ccc(-c2csc3nnc(SCc4cccnc4)n23)cc1	0%	11%[2.29 µM]	-3	-15
CCOC(=O)N1CCC(N(CCN(C)C)C(=S)Nc2cccc(Cl)c2C)CC1	-5%	.	10	-2
CCCCCOC(=O)CSc1nc2c(c(=O)[nH]c(=O)n2C)n1CCc1ccccc1	5%	-8%	-5	13
COc1cc(OC)nc(NC(=O)CS(=O)(=O)c2ccccc2)n1	3%	.	13	-119*
C[C@@]12C=CC(=O)C=C1CC[C@H]1[C@H]3CC[C@](O)(C(=O)CO)[C@]3(C)CC(=O)[C@@H]12	-1%[25.6 µM]	1%[25.6 µM]	5[20.6 µM]	.
COc1ccc(CCNC(=O)c2c(O)c3cccc4c3n(c2=O)CC4)cc1OC	-5%	1%	3	?
CCc1[nH]nc2c1C1(CCN(C(=O)c3ccccc3)CC1)C(C#N)=C(N)O2	7%	-2%	6	22
O=C(c1cc([N+](=O)[O-])ccc1N1CCOCC1)N1CCCC1	-2%	.	.	100
Cc1cccc(NC2=NCC(=O)N2Cc2ccccc2)c1	2%	-8%	-4	39
Cc1ccc(C(=O)OCC(=O)NCc2cccs2)cc1	1%	.	0	39
COc1cc(Br)cc(C=Nc2cccc(C(F)(F)F)c2)c1O	0%	.	.	?
COc1ccc(CN2C3CCCC2CC(NC(=O)Nc2ccccc2C)C3)cc1 (stereo unspecified)	1%	.	-3	-100*
COC(=O)CNC(=O)CN1C(=O)N(c2cccc(Cl)c2)C(N(O)C(=O)Nc2cccc(Cl)c2)C1(C)C (stereo unspecified)	-6%	-3%	3	-23
